Source: PubChem (several laboratories)
HePTP inhibitor: inhibitors of human HePTP phosphatase, primary screen, biochemical, absorbance, leukemia target. Tyrosine-protein phosphatase non-receptor type 7 (Homo sapiens), P35236. hit rate 0.64% among 110,000. inhibition, % at 20 µM. recombinant HePTP phosphatase activity, OD absorbance; in the data active = inhibition above about 50%;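 also: plate controls were vehicle for no effect and reference inhibitor for full effect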
Target sequence (P35236 whole entry, looked up): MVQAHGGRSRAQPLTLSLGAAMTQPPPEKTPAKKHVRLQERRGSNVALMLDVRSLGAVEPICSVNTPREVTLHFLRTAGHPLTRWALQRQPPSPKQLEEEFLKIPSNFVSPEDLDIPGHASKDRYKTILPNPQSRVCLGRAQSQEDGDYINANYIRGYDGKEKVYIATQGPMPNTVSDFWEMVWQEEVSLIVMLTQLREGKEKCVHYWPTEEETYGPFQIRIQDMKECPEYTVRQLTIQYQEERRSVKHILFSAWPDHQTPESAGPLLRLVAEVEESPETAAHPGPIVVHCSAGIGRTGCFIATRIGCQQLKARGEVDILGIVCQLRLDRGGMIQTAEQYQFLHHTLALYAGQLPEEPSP
BAP1 inh: inhibitors of BAP1 deubiquitinase, primary screen, biochemical, Ub-AMC fluorescence, kinetic; recombinant BAP1, Ub-AMC hydrolysis fluorescence kinetic; stronger effect = lower value; Ubiquitin carboxyl-terminal hydrolase BAP1 (Homo sapiens), Q92560; hit rate 0.48% among 72,000; activity remaining (% of control), % at 20 µM;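 active = activity remaining at or below 50% of control, provided the compound also passes the data quality filters; inactive = the rest, including low values that fail the filters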;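 also: 100% = DMSO wells rate and 0% = substrate alone blank rate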
Target sequence (Q92560 whole entry, looked up): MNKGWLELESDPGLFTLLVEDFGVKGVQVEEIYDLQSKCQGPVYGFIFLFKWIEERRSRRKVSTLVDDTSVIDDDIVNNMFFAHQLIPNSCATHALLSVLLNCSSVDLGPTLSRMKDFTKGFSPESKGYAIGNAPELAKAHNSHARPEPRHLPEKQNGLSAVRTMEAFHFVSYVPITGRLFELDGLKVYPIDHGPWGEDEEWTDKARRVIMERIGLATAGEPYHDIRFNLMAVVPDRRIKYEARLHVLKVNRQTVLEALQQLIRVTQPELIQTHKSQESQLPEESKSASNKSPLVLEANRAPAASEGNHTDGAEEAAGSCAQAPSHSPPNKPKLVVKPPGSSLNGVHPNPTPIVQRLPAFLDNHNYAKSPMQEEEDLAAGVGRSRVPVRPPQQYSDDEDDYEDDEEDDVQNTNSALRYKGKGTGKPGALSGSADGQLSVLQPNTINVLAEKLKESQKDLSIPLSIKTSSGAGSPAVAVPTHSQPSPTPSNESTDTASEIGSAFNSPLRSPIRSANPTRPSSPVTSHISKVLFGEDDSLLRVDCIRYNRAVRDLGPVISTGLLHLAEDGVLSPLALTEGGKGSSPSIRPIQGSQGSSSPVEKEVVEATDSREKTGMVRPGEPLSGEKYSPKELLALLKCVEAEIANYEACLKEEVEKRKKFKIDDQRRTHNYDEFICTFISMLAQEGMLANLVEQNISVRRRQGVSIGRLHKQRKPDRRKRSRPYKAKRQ
An asterisk follows results filed as active; . = not tested or not shown; & = joins results of further samples.

Each structure is followed by: HePTP inhibitor	BAP1 inh
- O=C(c1ccc(Cl)cc1)N1CCN(c2c(Cl)cccc2[N+](=O)[O-])CC1
  6	114
- CCOc1ccc(NC(=S)NC(NC(=O)Cc2cccc3ccccc23)C(Cl)(Cl)Cl)cc1 (stereo not drawn)
  -1	.
- Cc1cc(C)c(N2C(=O)c3ccc(C(=O)Nc4ccccc4C(=O)O)cc3C2=O)c(C)c1
  10	.
- O=C(O)Cc1ccc(NC(=O)C2CCCCC2C(=O)O)cc1 (stereo not drawn)
  -4&6	91
- C=C(C)C(C)(C#CCN1CCCCC1)OCCC#N (stereo not drawn)
  7	.
- CCCOc1ccc(C(=O)C(c2ccccc2)N2CCOCC2)cc1 (stereo not drawn)
  10	98
- COc1ccc(C(=O)Nc2ccc3oc(-c4ccc(Br)cc4)nc3c2)cc1OC
  .	208
- COC(=O)c1cccc(C(=O)Nc2ccc(C)cc2)n1
  6	101
- CC(C)(C)c1ccc(-c2nnc(N)s2)cc1
  -11	52
- O=C(NC(=S)Nc1ccc(N2CCOCC2)c(Cl)c1)c1ccc(Cl)cc1
  -10	.
- COc1cccc(NC(=O)c2nc3ncccn3n2)c1
  2	59
- CCCC(=O)C1C(=O)CC(C)(C)C1C(=O)OC (stereo not drawn)
  7	.
- CCCc1nn(C)c2c1C(c1cccnc1)C(C#N)=C(N)O2 (stereo not drawn)
  3	83
- Cc1ccccc1NC(=O)N1CCCC(c2nc(-c3ccc(F)cc3)no2)C1 (stereo not drawn)
  1	107
- O=C(O)c1ccc(S(=O)(=O)N2CCC(c3nc(-c4ccccc4Cl)no3)CC2)cc1
  -9	90
- CCCOc1ccc(OC(=O)c2cccc([N+](=O)[O-])c2)cc1
  .	114
- O=c1ccc2cc(S(=O)(=O)N3CCOCC3)ccc2o1
  16	85
- CCC(c1nnnn1C(C)(C)C)N(CCOC)Cc1cc2cccc(C)c2n2nnnc12 (stereo not drawn)
  7	95
- CCC(=O)Nc1cc2c(cc1C(=O)c1ccccc1)OCCO2
  5	97
- Cc1cc(S(N)(=O)=O)ccc1NC(=O)c1sc2ccccc2c1Cl
  -6	.
- Cc1cc(/C=N/NC(=O)Cn2c3ccccc3c(=O)c3ccccc32)c(C)n1-c1ccccc1
  1	.
- CCOc1ccc(NC(=O)CC2NCCNC2=O)cc1 (stereo not drawn)
  4	101
- CC(=O)Nc1ccn(Cc2c(F)cccc2Cl)n1
  5	69
- COc1ccc2c(CC(=O)N(C)CC3COc4ccccc4O3)coc2c1 (stereo not drawn)
  -9	86
- C=CCc1cccc(CNc2nc3ccccc3n2CCN2CCOCC2)c1O
  -6	190
- Cn1c(SCc2cccc(F)c2)nnc1-c1ccccn1
  10	95
- O=C(NCCN1CCN(C(=O)c2ccc(Br)cc2)CC1)C(=O)Nc1ccccc1
  3	.
- O=C(O)c1cc(-c2ccncc2)nc2ccc(S(=O)(=O)N3CCOCC3)cc12
  8	104
- C=CCn1sc(=N)c(C#N)c1N
  -6	95
- CCn1nnc(NC(=O)c2cc(Cl)c(OC)c(Cl)c2)n1
  -2	95

Of the compounds above, four contain a COOH group.
Each structure is followed by: HePTP inhibitor	BAP1 inh
- Cc1cc(C)c(N2C(=O)c3ccc(C(=O)Nc4ccccc4C(=O)O)cc3C2=O)c(C)c1
  10	.
- O=C(O)Cc1ccc(NC(=O)C2CCCCC2C(=O)O)cc1 (stereo not drawn)
  -4&6	91
- O=C(O)c1ccc(S(=O)(=O)N2CCC(c3nc(-c4ccccc4Cl)no3)CC2)cc1
  -9	90
- O=C(O)c1cc(-c2ccncc2)nc2ccc(S(=O)(=O)N3CCOCC3)cc12
  8	104

Further results follow:
Each structure is followed by: HePTP inhibitor	BAP1 inh
- Cc1sc2ncnc(Sc3nnnn3-c3ccccc3)c2c1C
  5	.
- c1ccc2c3c(cc(N4CCOCC4)c2c1)OC1(N2CCOCC2)CCCCC1O3 (stereo not drawn)
  4	.
- O=C(CN1C(=O)CCC1=O)Nc1nc2c(F)cc(F)cc2s1
  6	91
- COC(=O)c1c(C)oc2ccc(OCc3ccccc3Cl)cc12
  5	.
- COc1ccc(-c2nc3n(n2)C(c2ccncc2)C(C(N)=O)=C(C)N3)cc1 (stereo not drawn)
  7	88
- COc1ccc(COC(=O)C2=C(C)NC3=C(C(=O)CC(C)(C)C3)C2c2ccsc2)cc1 (stereo not drawn)
  1	.
- CCOC(=O)c1ccc(N2C(=O)CC(N3CCOCC3)C2=O)cc1 (stereo not drawn)
  4	148
- O=C(COc1ccccc1)Nc1cccc([N+](=O)[O-])c1
  3	.
- Cc1nnc(NC(=O)CSc2nnnn2Cc2ccccc2)s1
  6	72
- CCCCCCCCCC(=O)NC(CN1CCOCC1)[C@H](O)c1ccccc1 (stereo partly drawn)
  .	104
- CN1C(=O)/C(=C\c2nc3ccccc3c(=O)n2C)c2cc(Br)ccc21
  12	.
- CCOC(=O)N1CCN(C(=O)CSc2nnc(CNC(=O)c3ccccc3F)o2)CC1
  2	105
- CN(CCCNC(=O)COc1cc(=O)n(C)c2ccccc12)Cc1ccccc1
  3	115
- COc1ccc(/C=N/NC(=O)c2ccc(=O)n(C)c2)cc1
  -3	.
- COc1ccc2nc(SCC(N)=O)cc(C)c2c1
  -7	103
- Cc1cc2c(=O)n(Cc3ccco3)c(SCC(=O)N3CCCc4ccccc43)nc2s1
  8	.
- CCCCC1CCC(C(=O)NC2CCS(=O)(=O)C2)CC1 (stereo not drawn)
  6	145
- CCOC(=O)c1cnc2cc(-c3ccc(Cl)cc3)nn2c1C
  -6	.
- O=C(Nc1cccc(F)c1)N1CC=C(n2c(=O)[nH]c3ccccc32)CC1
  -1	99
- NC(=O)CCN1C(=O)/C(=C\c2ccc(F)cc2)SC1=S
  -1	.
- O=C(O)CCCC(=O)Nc1ccc(C(=O)N2CCCCC2)c(Cl)c1
  13	119
- Cc1cccc(C(=O)c2ccccc2C(=O)O)c1O
  6	118
- O=C(Cn1c(=O)oc2cc(S(=O)(=O)N3CCCCCC3)ccc21)NC1CCCCC1
  3	88
- CCC1CCCCN1C(=O)c1nn2c(c1Cl)NC(c1ccccc1)CC2C(F)(F)F (stereo not drawn)
  .	99
- CC(C)OC(=O)CC(=O)CSc1nc2c(cc1C#N)CCC2
  7	145
- Clc1ccc(C=NN2CCN(Cc3ccccc3)CC2)cc1Cl
  1	.
- CCc1nnc(NC(=O)CN2CCN(c3ccccc3OC)CC2)s1
  1	115
- Cc1n[nH]c(C)c1S(=O)(=O)N(CC(=O)NC1CCCC1)c1ccc(C(C)C)cc1
  5	101
- Cc1cccc(NC2=C(Cl)C(=O)N(c3ccc(Cl)cc3)C2=O)c1C
  -2	.
- CN1CCOCCOc2ccccc2OCCOCC1
  .	62

Quoted from the listing.
COc1ccc(COC(=O)C2=C(C)NC3=C(C(=O)CC(C)(C)C3)C2c2ccsc2)cc1 (stereo not drawn) @ HePTP inhibitor = 1
Cc1n[nH]c(C)c1S(=O)(=O)N(CC(=O)NC1CCCC1)c1ccc(C(C)C)cc1 @ BAP1 inh = 101
Cc1cccc(NC2=C(Cl)C(=O)N(c3ccc(Cl)cc3)C2=O)c1C @ HePTP inhibitor = -2
CCc1nnc(NC(=O)CN2CCN(c3ccccc3OC)CC2)s1 @ HePTP inhibitor = 1

Continued.
Each structure is followed by: HePTP inhibitor	BAP1 inh
- COc1ccc(-n2cnc3cc(NS(=O)(=O)c4ccc(C)cc4)ccc32)cc1
  3	.
- COc1ccccc1C(=O)Oc1ccc(C)c(C)c1
  -6	.
- O=C(Oc1ccc(I)cc1)C(c1ccccc1)c1ccccc1
  .	79
- COc1ccccc1NC(=O)C1=C(C)Nc2nnnn2C1c1ccncc1 (stereo not drawn)
  6	109
- CCSc1nnc(NC(=O)C2C3CCC(C3)C2C(=O)O)s1 (stereo not drawn)
  6	.
- Cc1ccc(CNC(=O)c2cc3c(=O)n4ccccc4nc3n(CC3CCCO3)c2=N)cc1 (stereo not drawn)
  -3	.
- COc1cc(C(=O)N/N=C(\C)c2ccc(Cl)s2)ccc1O
  -12	.
- CCC(=O)/C=C1\Sc2ccc(OC)cc2N1CC
  1	68
- CCN(CC)CCN1C(=O)C(O)=C(C(=O)/C=C/c2ccccc2)C1c1ccc([N+](=O)[O-])cc1 (stereo not drawn)
  2	.
- Cc1cccc(-n2c(C)cc(C=C(C#N)C#N)c2C)c1
  9	.
- COc1ccc(C(c2nnnn2C(C)(C)C)N2CCN(c3nc4ccccc4s3)CC2)cc1OC (stereo not drawn)
  9	84
- COc1ccc(Cl)cc1Nc1nc(N2CCCC2)nc(N2CCCC2)n1
  2	92
- CCCc1ccc(-c2nc(-c3cc(OC)c(OC)c(OC)c3)no2)cc1
  -1	.
- O=C1N(CCCN2C(=O)C3(OCCO3)c3ccccc32)c2ccccc2C12OCCO2
  9	99
- O=C(c1ccccc1F)N1CCC(O)(c2cccnc2)CC1
  18	125
- O=[N+]([O-])c1ccc2nc3c([nH]c4ccccc43)c(N3CCOCC3)c2c1
  0	.
- COc1ccc(CCN2C(=O)CC(Cc3ccc(Cl)cc3)C2=O)cc1OC (stereo not drawn)
  0	.
- CCN(CCCNS(=O)(=O)c1ccc2c(c1)CCN2C(C)=O)c1cccc(C)c1
  -3	93
- COC(=O)COc1ccc(/C=C2\C(=O)NC(=S)N(c3ccc(Br)cc3)C2=O)cc1OC
  -13	.
- CCCC(=O)n1nc(-c2ccc(Cl)cc2)nc1SC
  10	71
- CCc1nnc(NC(=O)CSc2nnc(CCc3nc4ccccc4[nH]3)n2C)s1
  12	124
- COc1ccc(C)cc1NC(=O)CCC(=O)Nc1ccc2nc(N3CCN(C)CC3)cc(C)c2c1
  -6	.
- CCCc1cc(=O)[nH]c(=S)[nH]1
  11	147
- FC(F)(F)c1cccc(NCc2cn3cccnc3n2)c1
  -6	99
- Cc1ccc(C(=O)Nc2ccccc2C(N)=O)o1
  2	103
- CCOC(=O)CSCC(=O)Nc1cc(C)ccc1C
  -12	78
- C=CCSc1nnc(-c2c[nH]c3ccccc23)n1CCOC
  5	116
- CCCOc1cccc(C2/C(=C(/O)c3ccccc3)C(=O)C(=O)N2CCN(C)C)c1 (stereo not drawn)
  6	81
- Cc1cnc(C(=O)Nc2ccccc2-c2nnn(CC(=O)NC3CCCC3)n2)cn1
  31	58
- CC(=O)Nc1nnc(S(N)(=O)=O)s1
  -8	134&91

A draw from above in order of SMILES length, high to low.
Each structure is followed by: HePTP inhibitor	BAP1 inh
- CCN(CC)CCN1C(=O)C(O)=C(C(=O)/C=C/c2ccccc2)C1c1ccc([N+](=O)[O-])cc1 (stereo not drawn)
  2	.
- Cc1ccc(CNC(=O)c2cc3c(=O)n4ccccc4nc3n(CC3CCCO3)c2=N)cc1 (stereo not drawn)
  -3	.
- O=C1N(CCCN2C(=O)C3(OCCO3)c3ccccc32)c2ccccc2C12OCCO2
  9	99
- FC(F)(F)c1cccc(NCc2cn3cccnc3n2)c1
  -6	99
- CCCC(=O)n1nc(-c2ccc(Cl)cc2)nc1SC
  10	71
- Cc1ccc(C(=O)Nc2ccccc2C(N)=O)o1
  2	103

Additional results follow.
Each structure is followed by: HePTP inhibitor	BAP1 inh
- CCC(C)N1C(=O)c2ccccc2C1C(=O)NC1CCCCCC1 (stereo not drawn)
  -5	121
- CCCCCn1c2ccccc2c2nc3ccccc3nc21
  .	76
- COc1c(Br)cc2c(C)c(C(=O)N3CCOCC3)oc2c1Br
  6	97
- Cn1c2ccc(Cl)cc2c2cc(C(=O)C(F)(F)F)ccc21
  2	.
- N#Cc1nc(-c2ccc(OCc3ccc(Cl)cc3)cc2)oc1NCc1cccnc1
  6	.
- CCCC(=O)Nc1nnc(CC(=O)OCC)s1
  6	102
- NC(=O)COc1ccc(/C=C2\C(=O)NC(=O)N(Cc3ccccc3)C2=O)cc1
  7	.
- COC(=O)c1nc(NC(=O)C(C)(C)C)n[nH]1
  -6	.
- COc1cc(C(=O)N/N=C(\C)c2ccc(NC(=O)c3cccs3)cc2)cc(OC)c1OC
  6	.
- O=C1c2ccccc2NC(c2ccc(Br)cc2)N1c1ccc(Cl)cc1 (stereo not drawn)
  .	75
- Cc1ccc(-c2noc(-c3ccccc3Br)n2)cc1
  3	108
- CSCCC1NC(=O)NC1=O (stereo not drawn)
  -6	114
- CN=c1sc2ccccc2n1CC(O)COc1ccccc1 (stereo not drawn)
  8	154
- NC1=NC2(CCCC2)N=C(Nc2ccc(Cl)cc2)N1
  -5	.
- CCOC(=O)c1[nH]c(C)c(C(=O)Nc2ccc3c(c2)CCC3)c1C
  -2	96
- O=C(c1ccc(Cl)c(Cl)c1)N1CCN(c2ccc([N+](=O)[O-])c(N3CCOCC3)c2)CC1
  2	.
- CCc1c(C)sc(NC(=O)c2ccccc2Cl)c1C(=O)OC(C)C
  -4	.
- O=C(C1CCCCC1)N1CCN(c2ncccn2)CC1
  -6	99
- O=C(COc1ccc(Cl)cc1)NCc1nnc(SCC(=O)Nc2ccccc2)o1
  5	86
- O=C(CCN1CCN(CC(=O)Nc2ccccc2Cl)CC1)Nc1ccccc1F
  5	100
- CN(Cc1cc2ccccc2[nH]c1=O)S(=O)(=O)c1ccccc1
  -3	134
- CCOc1ccccc1NC(=O)C(=O)NCc1cccnc1
  -2	.
- O=C(CCNc1cccc(Cl)c1)c1cccs1
  0	.
- Cc1ccc(NC(=O)CSC2=C(C#N)C(c3ccco3)C3=C(CCCC3=O)N2)cc1 (stereo not drawn)
  4	90
- O=C1NC(=O)C2C1C1(c3ccccc3)C(=O)C2(c2ccccc2)C(c2ccccc2)=C1c1ccccc1 (stereo not drawn)
  12	.
- O=C(O)c1ccc(CNc2ccccc2C(=O)O)cc1
  18	114
- CN(Cc1nc(-c2ccncc2)no1)S(=O)(=O)c1ccc(Cl)cc1
  -8	137
- O=C(/C=C/c1ccco1)Nc1ccccc1
  -6	.
- O=C(NCc1nc2ccccc2[nH]1)c1ccc(S(=O)(=O)N2CCOCC2)cc1
  -10	.

No enrichment for hits; about 0.79% have a hit in one of these screens.
